Screens: PubChem, NCI
Growth percent in the NCI-60 one-dose screen (48 h, 10 µM unless noted): 100 = growth as untreated, 0 = no growth, -100 = all killed.
COLO 205 – COLO 205 colon cancer; 79,000 compounds, 7.3% hits; AID 1794742
HCT-116 – HCT-116 colon cancer. 82,000 compounds, 7.3% hits. AID 1794798
HCT-15 – HCT-15 colon cancer; 82,000 compounds, 5.2% hits; AID 1794746
A498 – A498 renal cancer cells | 76,000 compounds, 5.4% hits
HT29 – HT29 colon cancer. 81,000 compounds, 7.4% hits. AID 1794748
SNB-75 – SNB-75 CNS cancer; 79,000 compounds, 5% hits; AID 1794750
HCC-2998 – HCC-2998 colon cancer; AID 1794799; 79,000 compounds, 4.7% hits
KM12 – KM12 colon cancer cells. 82,000 compounds, 5% hits
SW-620 – SW-620 colon cancer | 82,000 compounds, 5.2% hits | AID 1794795
* hit, by the source's call; · = no result given; & = joins results of further samples. The calls were made as follows: active = growth percent below 10; inactive = the rest.

SMILES	COLO 205	HCT-116	HCT-15	A498	HT29	SNB-75	HCC-2998	KM12	SW-620
O=C(O)C(Cc1ccc(OS(=O)(=O)Cc2ccccc2)cc1)NS(=O)(=O)Cc1ccccc1 (configuration not stated)	114&114	109&105	108&99	130&114	119&101	95&86	115	106&101	105
O=S(=O)(Nc1ccc(-c2nc(-c3cccc(O)c3)c(-c3ccnc(Br)c3)[nH]2)cc1)c1ccccc1	43	27	13	49	32	5.4*	32	22	50
COc1cccc(-n2cc(-c3nc(Nc4cc(C)[nH]n4)c4ccccc4n3)nn2)c1	86	42	30	36	65	-10*	45	23	67
COC(=O)c1c(C(=O)OC)c2ccc3c4ccccc4ccc3n2c1C(=O)OC	115	98	98	129	108	96	107	103	111
O=C(Nc1cccc(NC(=O)c2cccc3ccccc23)c1)c1ccccn1	117	96	96	82	94	83	108	100	110
O=S(=O)(c1c(Cl)cccc1Cl)N(Cl)Cl	131	106	105	108	93	98	114	109	113
O=C(O)c1cccc(-c2cccc(C(=O)O)c2)c1	116	94	112	123	102	86	107	120	105
CCOc1cccc(/C=C2\N=C(c3ccccc3)OC2=O)c1	113	98	102	113	98	93	108	99	105
Cn1c(O)c(C=NCCN=Cc2c(O)n(C)c(=O)n(C)c2=O)c(=O)n(C)c1=O	101	81	107	127	97	88	92	99	107
Clc1ccc(C2=NN=C3C(Cc4ccccc4)=Nc4ccccc4N3C2)cc1	105	53	69	68	85	98	68	64	92
CCCCCCCCCCCCCCCCCCOP(=O)(O)O	111	106	107	110	106	97	108	110	91
N#CCCNNc1ccccc1	95	95	100	86	86	58	96	105	97

The closing three entries of the part above lead into the next.
SMILES	COLO 205	HCT-116	HCT-15	A498	HT29	SNB-75	HCC-2998	KM12	SW-620
Clc1ccc(C2=NN=C3C(Cc4ccccc4)=Nc4ccccc4N3C2)cc1	105	53	69	68	85	98	68	64	92
CCCCCCCCCCCCCCCCCCOP(=O)(O)O	111	106	107	110	106	97	108	110	91
N#CCCNNc1ccccc1	95	95	100	86	86	58	96	105	97
COc1ccc(/C=C/C(=O)c2c(C)nc3ccccc3c2/C=C/c2ccc(C)cc2)cc1	91	39	59	97	59	80	87	89	79
NC1=C(/C(N)=N/O)C(c2ccccc2)c2ccc3ccccc3c2O1 (configuration not stated)	-5.3*	6.6*	5.0*	-9.0*	6.2*	·	12	11	23
CCOC(=O)C1=C(C)O/C(=C/c2ccccc2)C1=O	105	95	96	96	115	80	108	100	102
O=C1CSCc2nc3ccccc3n21	93	106	109	143	97	80	107	102	98
Brc1ccc(-c2cc3c(cc2C2SCCS2)OCO3)cc1	106	89	101	83	94	89	128	95	101
C=CCN(CC=C)C1=CC(=O)C(=O)c2ccccc21	100	96	95	101	101	80	110	97	98
CCOC(=O)C1=C(C)N=C2Sc3ccccc3N2C1c1ccccc1 (configuration not stated)	96	65	78	·	-73*	87	97	94	92
Cc1cc2ccccc2[n+](C)c1-c1ccccc1Cl	71	65	107	37	69	79	73	59	70
CCOC(=O)C(=CNc1cc(C(F)(F)F)ccc1N1CCOCC1)C(=O)OCC	92	81	77	89	76	96	97	101	111
CCCCCC(=O)OC(C)COc1ccccc1 (configuration not stated)	104	103	102	79	101	98	105	94	100
O=C(CC(C(=O)O)c1ccccc1)c1ccccc1 (configuration not stated)	123	94	101	92	93	78	103	99	96
N#C/C(=C\c1ccc2ccccc2c1)C(=O)Nc1sc2c(c1C#N)CCCC2	103	100	100	99	113	101	115	101	104
CCC(C)C1OC1(C)C1(O)C(/C=C/C=C/C=C/C(=O)O)C2CC=C(C)CC2C2OC21C (configuration not stated)	135	92	94	·	114	102	102	96	98
CCOC(=O)c1cn2ncnc(Oc3ccc(NC(=O)Nc4ccc(Cl)c(C(F)(F)F)c4)c(F)c3)c2c1C	110	110	110	60	102	69	135	97	101
O=C(Nc1ccc(N2CCNCC2)cn1)c1[nH]ncc1Nc1ncnc2sccc12	29	-68*	70	81	3.0*	59	53	57	-89*
Cc1ccc(C(=O)c2ccc(CC(=O)NNC(=O)Nc3c(Cl)cccc3Cl)n2C)cc1	102	95	96	96	103	72	98	101	94
CC/C=C1/C(=O)C=C[C@@H]1C/C=C\CCCC(=O)O	108	36	73	104	79	105	95	63	43
COc1cc(-c2nc3ccc(C)cc3[nH]2)ccc1OCC(=O)N=Nc1c(O)[nH]c2ccccc12	-38*	-83*	53	75	-77*	-35*	-91*	-79*	-63*
Cc1ccc(NCc2ccc(Oc3ncnc4ccccc34)cc2)cc1	133	86	89	84	94	78	109	95	106
O=C1CC(=NCC(=O)n2cnc3ccccc32)NN1	114	104	96	95	102	65	103	102	96
c1ccc(SCN2CCCCC2)cc1	103	107	107	103	95	99	109	115	97
Cc1ccc2c(c1)N=C(Nc1ccccc1)N=S2(C)=O (configuration not stated)	101	91	100	82	102	93	100	87	94
COc1cccc(N2C(=O)CSC2=S)c1	99	91	97	61	81	64	·	94	95
O=C1/C(=C/c2ccccc2)S[C@]2(C(=O)Nc3ccccc32)N1c1ccccc1	104	86	101	107	93	60	95	95	95

Of the compounds above, 2 contain bromine.
SMILES	COLO 205	HCT-116	HCT-15	A498	HT29	SNB-75	HCC-2998	KM12	SW-620
O=S(=O)(Nc1ccc(-c2nc(-c3cccc(O)c3)c(-c3ccnc(Br)c3)[nH]2)cc1)c1ccccc1	43	27	13	49	32	5.4*	32	22	50
Brc1ccc(-c2cc3c(cc2C2SCCS2)OCO3)cc1	106	89	101	83	94	89	128	95	101

Next records follow.
SMILES	COLO 205	HCT-116	HCT-15	A498	HT29	SNB-75	HCC-2998	KM12	SW-620
Cc1cc2c(C(C)C)c(O)c(O)cc2c2c1-c1c(C)cc3c(C(C)C)c(O)c(O)cc3c1OP(=O)(O)O2	94	73	88	104	91	90	97	102	90
CCCCCCCCCCCCCC(=S)NCCCC[C@H](NC(=O)OCc1ccccc1)C(=O)Nc1ccccc1	56	25	33	55	45	55	·	26	33
O=C1N=c2ccccc2=C1c1sc(N2CCCCC2)nc1O	109	101	82	97	104	101	96	77	103
CCOC(=O)C1=C(C)NC(SCc2nc(C)c(C)nc2C)N=C1c1ccccc1 (configuration not stated)	110	101	100	99	104	·	106	105	102
CCOC(=O)CCC(NC(=O)c1ccc(NS(=O)(=O)c2ccc(C)cc2)cc1)C(=O)OCC (configuration not stated)	102&122	104&103	104&104	89&132	114&117	87&95	113&105	102&105	97&108
CC(=O)/C=C(/C)N1CCCC1	110	106	102	89	122	86	114	106	104
CCOC(=O)CCCC(=O)OCC	101	98	104	92	110	88	105	100	102
CC(=O)c1cc2c(N)c(C(=O)Nc3ccccc3Cl)sc2nc1C	101	100	102	65	97	81	102	102	105
COc1cccc(C2=NNC3(S2)C(=O)N(Cc2ccccc2Cl)c2ccccc23)c1 (configuration not stated)	85	38	27	57	98	54	63	48	37
CCOC(=O)C1(c2ccccc2)CCCNC1=O (configuration not stated)	97	119	103	·	92	88	99	98	108
CCCCCCCCn1ccc2cc(NC(=O)Cn3cc(CN4CCCC4)nn3)ccc21	-81*	38	-46*	87	-58*	97	-54*	42	-55*
O=C(NOCCO)c1ccc2cncn2c1Nc1ccc(I)cc1F	6.8*	15	67	-11*	9.4*	81	·	29	25

Record cards (already shown). Values in the order: COLO 205 | HCT-116 | HCT-15 | A498 | HT29 | SNB-75 | HCC-2998 | KM12 | SW-620
Listed for `CCCCCCCCn1ccc2cc(NC(=O)Cn3cc(CN4CCCC4)nn3)ccc21` = -81* | 38 | -46* | 87 | -58* | 97 | -54* | 42 | -55*
Listed for `O=C1N=c2ccccc2=C1c1sc(N2CCCCC2)nc1O` = 109 | 101 | 82 | 97 | 104 | 101 | 96 | 77 | 103
Listed for `O=C(NOCCO)c1ccc2cncn2c1Nc1ccc(I)cc1F` = 6.8* | 15 | 67 | -11* | 9.4* | 81 | · | 29 | 25
Listed for `CC(=O)c1cc2c(N)c(C(=O)Nc3ccccc3Cl)sc2nc1C` = 101 | 100 | 102 | 65 | 97 | 81 | 102 | 102 | 105

Continuation:
SMILES	COLO 205	HCT-116	HCT-15	A498	HT29	SNB-75	HCC-2998	KM12	SW-620
O=C1/C(=C/c2cccs2)SC(=S)N1c1ccccc1	109	104	96	92	106	96	105	97	101
COc1cccc(-c2cnc3nonc3n2)c1	63	71	78	95	84	80	98	82	73
COC(=O)CCc1ccc(NP(=O)(N2CC2)N2CC2)cc1	99	100	107	·	77	93	95	113	99
CC(C)(C)n1cc(-c2ccnc(NCCCNS(=O)(=O)c3ccc(Cl)cc3)n2)c(-c2ccc(F)c(O)c2)n1	117	80	88	87	82	99	123	106	104
O=C(O)c1ccc(C(=O)c2ccc(C(=O)c3ccc(C(=O)O)cc3)cc2)cc1	98	94	87	68	111	79	99	102	104
COc1ccc(-c2sc3nc(-c4ccc(F)cc4)c(/C=C/c4cc(OC)c(OC)c(OC)c4)n3c2-c2ccc(OC)cc2)cc1	106	83	97	·	104	87	125	105	101
Cc1c(COc2ccc(-c3nnc(-c4ccncc4)o3)cc2)c(C)c(COc2ccc(-c3nnc(-c4ccncc4)o3)cc2)c(C)c1COc1ccc(-c2nnc(-c3ccncc3)o2)cc1	108	103	114	102	86	107	113	103	107
C#CC(OC(=O)N(C)C)(c1ccccc1)c1ccc(F)cc1 (configuration not stated)	158	105	95	105	116	93	86	107	107
CN(C)Cc1ccc(NC(=O)c2cncc(C#Cc3cnc(N)c4ncccc34)c2)cc1C(F)(F)F	45	48	-51*	61	-50*	82	3.9*	-40*	-79*
O=C(c1ccc2c(c1)OCO2)c1ccc[nH]1	115	104	105	83	107	99	101	106	105
Cc1ccc(/C=N/n2c(CN3CCOCC3)nc3ccccc3c2=O)cc1	114	105	106	95	110	·	97	102	105
COC(=O)C1=Nc2ccc(F)cc2/C1=C\c1sc(=S)n(C(Cc2ccccc2)C(=O)O)c1O (configuration not stated)	110	95	94	105	100	64	96	96	96
Cc1cc(Cl)ccc1OCC(=O)OCCC1=CCC2CC1C2(C)C (configuration not stated)	115	110	103	93	102	97	104	104	108
Nc1nccnc1C(=O)O	114	104	98	96	101	94	111	101	97
Cc1c2oc3c(C)ccc(C(=O)OC(C)C4NC(=O)C(C(C)C)N(C)C(=O)CN(C)C(=O)C5CCCN5C(=O)C(C(C)C)NC4=O)c3nc-2c(C(=O)OC(C)C2NC(=O)C(C(C)C)N(C)C(=O)CN(C)C(=O)C3CCCN3C(=O)C(C(C)C)NC2=O)c(N)c1=O (configuration not stated)	-64*	7.4*	7.4*	-75*	-29*	-74*	-34*	0.7*	3.8*
Clc1ccc(N=C/C=C/c2ccccc2)cc1	92	79	44	96	76	76	77	45	62
CC(C)c1ccc(/C=C/C(=O)Nc2ncc(Cc3ccc(Cl)cc3Cl)s2)cc1	96	78	69	96	80	85	74	48	58
CCn1c(SCC(=O)Nc2cccc(C(=O)/C=C/c3ccc(Cl)cc3)c2)nc2ccccc2c1=O	124	101	98	93	109	90	98	97	111
Cc1ccc(S(=O)(=O)NC(=O)n2ccc3cccnc32)cc1	111	111	111	95	109	·	105	105	107
O=C1CCN(c2cccc(Cl)c2)C(=S)N1	103	101	105	106	109	96	106	108	102
S=C(NCCCN1CCOCC1)NCCCN1CCOCC1	115	101	94	102	98	63	109	110	103
Cc1cc(C)c(C(=O)c2cccs2)c(C)c1	103	101	102	·	98	86	106	110	107
COc1ccc(-n2c(SCc3n[nH]c(=S)o3)nc3cc(OC)c(OC)cc3c2=O)cc1	119	99	101	109	101	113	111	104	107
CC(C)Cc1ccc(C(C)C(=O)OCc2ccc(Cn3c(=O)sn(CCCl)c3=O)cc2)cc1 (configuration not stated)	74	81	84	90	61	96	105	93	85
CCN(CCO)CCCOc1ccc2c(Nc3cc(CC(=O)Nc4cccc(F)c4)[nH]n3)ncnc2c1	-36*	11	53	47	-1.2*	76	4.7*	16	16
CC1(C)NCCC[C@]2(C)[C@H]3CC[C@H]4[C@H]5[C@H](C(=O)/C=C/c6cccnc6)CCC[C@]5(CO)CC[C@@]4(C)[C@]3(C)CC[C@@H]12	-73*	37	34	94	3.8*	76	20	40	7.5*
N#Cc1cc(-c2nc3ccccc3[nH]2)c(N)n(-c2ccccc2)c1=O	102	102	93	74	101	72	111	102	111
COc1ccc(/C=C2\N=C3N(N/C(=N\N)N3c3ccccc3)C2=O)cc1	107	99	102	104	110	87	112	96	90
CCOc1cc(S(=O)(=O)O)cc2cc(S(=O)(=O)O)cc(O)c12	109	102	100	133	106	92	105	110	108
COCCn1cc(-c2nc(-c3cccnc3)cs2)c2cc(F)ccc21	104	102	76	·	72	94	102	69	99
Cn1cc(-c2noc(C(=O)c3cn(C)c4ncc(Br)cc34)n2)c2ccccc21	107	100	98	75	105	78	108	97	97
CN1CCN(c2ccc(Nc3nc(NCCCNS(=O)(=O)c4cccc5ccccc45)c4sccc4n3)cc2)CC1	-74*	-73*	-33*	-71*	-62*	-37*	-51*	4.0*	-0.4*
NNC(=O)N(c1ccccc1)c1ccccc1	101	94	114	97	111	84	104	103	101
O=C1OCC/C1=C\OCCCO/C=C1\CCOC1=O	141	109	98	119	105	97	114	114	109
O=C(O)C(CCS)(c1ccccc1)c1ccccc1	104	102	99	·	103	101	93	104	102
NCCCOc1cc2ccccc2cc1C(=O)Nc1ccc(Cl)cc1OC(=O)c1cc2ccccc2cc1OCCCN	-91*	-93*	-82*	-96*	-95*	-87*	·	-97*	-95*
CNC(=O)c1cc(Oc2ccc3nc(NC(=O)Nc4ccc(CN5CCOCC5)c(C(F)(F)F)c4)sc3c2)ccn1	21	6.2*	24	9.0*	45	59	32	6.3*	27
CC12CCCC(=O)N1c1ccccc1-c1nc(-c3ccccc3Br)nn12 (configuration not stated)	107	94	89	108	98	65	105	98	98
CN1C(=O)N(C)C2C1NN=c1s/c(=C\c3ccccn3)c(=O)n12 (configuration not stated)	110	108	79	105	102	93	104	92	99
COc1ccc(CCNC2=CNCC2)cc1OC	105	103	110	88	·	94	90	106	110
COc1cccc(-c2nc3sccn3c2-c2ccnc(NCCNS(=O)(=O)c3ccc(C(F)(F)F)cc3)c2)c1	28	28	33	19	36	38	70	26	65
